M1 PAM parental = M1 PAM counterscreen hit in parental CHO-K1 cells; AID 602247; activation, % at 3 µM; ATP EC20, Fluo-8 calcium fluorescence; 0% at ATP EC20, 100% at ATP max; 0.02% of 360,000 active;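 active = activation above the run cutoff, the mean activation of all test compounds plus 3 SD, cut at about 40% in these data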;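 note: peak over basal fluorescence ratio in a 140 s read after ATP addition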
TAAR1 antag = antagonists of human TAAR1. 1.5% of 360,000 active. CHO RD-HGA16 TAAR1, Fluo-8 calcium fluorescence, antagonist. inhibition, % at 3 µM;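 active = inhibition above a per-plate cutoff, the mean inhibition of test compounds on that plate plus 3 SD, cut at about 49% in these data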;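 note: 0% = DMSO plus EC80 beta-PEA response and 100% = DMSO alone without agonist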
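Material: RD-HGA16 CHO cells with stable hTAAR1 and Gα16; Dosing: single nominal final test compound concentration of 3 µM; Schedule: seeding 17-24 h prior, 75-min 37 °C, 30-min RT dye loading; Detection: kinetic Fluo-8 calcium fluorescence measurement; Measure: % inhibition from peak post-agonist over basal fluorescence ratio; Benchmarks: vehicle and agonist controls.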
CHO-K1 Ca antag = counter-screen for M1 antagonists: effect in parental CHO-K1 cells | ATP-induced calcium, Fluo-8 fluorescence | inhibition, % at 3 µM | 0.6% of 360,000 active;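 active = inhibition above a per-plate cutoff, the plate's mean sample inhibition plus 3 SD, cut at about 24% in these data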;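 note: 0% = DMSO plus EC80 ATP and 100% = DMSO alone without ATP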
M1 ag parental = M1 agonist counterscreen hit in parental CHO-K1 cells. Fluo-8 calcium fluorescence; scaled to maximal ATP response, vehicle zero. activation, % at 3 µM. 0.48% of 360,000 active. AID 602248; in the data active = activation above about 15%;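 note: untransfected CHO-K1 host cells lacking M1 receptor as counterscreen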
CHRM1 agonist = agonists of human M1 muscarinic receptor. AID 588814. activation, % at 3 µM. 0.33% of 360,000 active. P11229. CHO-K1 hM1, Fluo-8 calcium fluorescence, agonist mode; 0% DMSO, 100% acetylcholine EC100;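 active = activation above the run's mean compound activation plus 3 SD, cut at about 16% in these data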;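 note: peak over basal fluorescence ratio within a 140 s kinetic read after compound addition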
Target sequence (P11229 whole entry, looked up): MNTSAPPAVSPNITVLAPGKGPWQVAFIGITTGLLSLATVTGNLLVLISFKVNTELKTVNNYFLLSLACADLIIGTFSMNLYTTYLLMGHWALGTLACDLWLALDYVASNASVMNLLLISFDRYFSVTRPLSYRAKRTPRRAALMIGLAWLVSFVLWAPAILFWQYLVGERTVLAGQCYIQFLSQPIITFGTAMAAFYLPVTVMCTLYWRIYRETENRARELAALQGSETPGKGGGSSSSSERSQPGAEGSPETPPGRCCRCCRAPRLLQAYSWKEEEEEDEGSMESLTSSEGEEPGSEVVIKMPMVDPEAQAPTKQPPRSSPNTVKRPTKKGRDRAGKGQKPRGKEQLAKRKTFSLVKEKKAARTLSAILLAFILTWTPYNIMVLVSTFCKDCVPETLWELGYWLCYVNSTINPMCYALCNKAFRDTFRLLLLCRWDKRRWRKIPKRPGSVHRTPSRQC
TAAR1 agonist = agonists of human TAAR1 | activation, % at 3 µM | AID 624467 | Q96RJ0 | 0.99% of 360,000 active | CHO RD-HGA16 TAAR1, Fluo-8 calcium fluorescence; vehicle wells 0%, saturating PEA agonist 100%;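 active = activation above the mean activation of all test compounds in the run plus 3 SD, cut at about 38% in these data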
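Assay system – CHO-derived RD-HGA16 cells with stable Gα16 and human TAAR1 · Compound dosing – one-point dosing at 3 µM (nominal) · Incubation – 17-24 h seeding, 75 min 37 °C dye, 30 min RT · Measured by – kinetic Fluo-8 calcium fluorescence · Control set – DMSO vehicle as 0%, PEA at EC100 as 100% · Repeats – single well for each compound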
OXTR potentiator = potentiates the human oxytocin receptor response | P30559 | CHO-OTR cells, Fluo-8 calcium fluorescence, potentiator mode; 0% = oxytocin EC15, 100% = EC100 | activation, % at 3 µM | 0.061% of 320,000 active;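 active = activation above that plate's cutoff, the mean activation of tested compounds plus 3 SD, cut at about 6.6% in these data, passing the limit was not always enough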;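 note: 100% uses oxytocin at 75 nM as the full agonist control; some results filed as inactive read as strong as hits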
Target sequence (P30559 whole entry, looked up): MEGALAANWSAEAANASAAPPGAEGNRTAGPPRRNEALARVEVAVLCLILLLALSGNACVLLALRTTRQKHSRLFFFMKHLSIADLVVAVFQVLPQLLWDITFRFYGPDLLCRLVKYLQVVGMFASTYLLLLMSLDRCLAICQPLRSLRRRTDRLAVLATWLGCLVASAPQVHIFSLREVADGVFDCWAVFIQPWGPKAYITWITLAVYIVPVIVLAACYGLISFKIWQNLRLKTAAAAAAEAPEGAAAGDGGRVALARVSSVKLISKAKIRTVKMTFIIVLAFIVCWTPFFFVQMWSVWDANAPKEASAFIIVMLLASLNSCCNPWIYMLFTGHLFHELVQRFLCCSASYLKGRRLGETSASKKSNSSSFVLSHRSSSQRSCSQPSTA
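System: human OTR in CHO cells; Also added: sub-maximal oxytocin, roughly EC15; Timing: compound 6 min at room temperature before oxytocin, 100 s read; Technique: Fluo-8 intracellular calcium fluorescence, ex 470-495, em 515-575 nm; Controls: oxytocin EC15 low and EC100 high; Replication: singlicate.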
CHO parental Ca = counter-screen: ATP calcium response change in parental CHO cells; inhibition, % at 5.6 µM; parental CHO-K1, ATP-induced calcium, Fluo-8 fluorescence; AID 463079; 0.63% of 330,000 active;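 active = inhibition above that plate's mean sample inhibition plus 3 SD, cut at about 26% in these data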;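 note: 0% = ATP-challenged DMSO wells and 100% = DMSO wells without ATP; some compounds past the cut are filed as inactive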
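Measured by: calcium-sensitive Fluo-8 fluorescence / Test system: CHO parental line / Controls: ATP-challenged DMSO wells low, unchallenged DMSO wells high / Measure: % inhibition / Compound: single nominal dose of 5.6 µM per compound / Replicates: single well per compound, no replicates / Reagent: ATP as calcium-mobilizing challenge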
M1 antag = antagonists of human M1 muscarinic receptor; 1.3% of 360,000 active; P11229; inhibition, % at 3 µM; CHO-K1 hM1, Fluo-8 calcium fluorescence, ACh EC80 antagonist;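 active = percent inhibition above its own plate's cutoff, namely the mean of that plate's compound wells plus 3 SD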;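 note: peak over basal fluorescence ratio during 140 s after agonist addition; 0% = ACh EC80 plus DMSO and 100% = DMSO alone without agonist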
* = called active by the depositor; . = no result given.

SMILES | M1 PAM parental | TAAR1 antag | CHO-K1 Ca antag | M1 ag parental | CHRM1 agonist | TAAR1 agonist | OXTR potentiator | CHO parental Ca | M1 antag
COC(=O)c1sccc1NC(=O)Cn1nnc(-c2ccccc2C)n1 | -3 | -4 | -2 | 2.2 | -4 | 5 | -12 | -20 | -10
CCn1c(SCC(=O)OC)nc2cc(S(=O)(=O)N3CCOCC3)ccc21 | 5 | -12 | -2 | 2.4 | -2 | 0 | 0 | -15 | -8
CCN(CC)CCCN=C1N[C@@H](c2cccc(F)c2)C(C(=O)OC)=C(C)N1Cc1ccccc1 | -19 | 14 | 11 | -0.9 | -11 | 8 | 1 | -15 | 18
CCOc1cccc(C(=O)NC(=S)Nc2cccc(C)c2)c1 | 21 | -15 | -5 | 0.8 | -10 | 5 | 8 | -21 | -5
CC(=O)Nc1ccc(N2CCOCC2)c(Cl)c1 | 17 | 2 | 1 | 0.4 | -7 | 9 | -5 | -1 | -9
Cc1cc2c(NCCc3ccccc3)ncnc2s1 | -16 | 19 | 24* | 12 | 4 | 4 | -22 | 64* | 24
CC(=O)N(Cc1cc(=O)[nH]c2ccccc12)c1cccc(C)c1 | 12 | -14 | -3 | 0.5 | -5 | 9 | -12 | -4 | 16
Cc1ccc(SCC(=O)OCC(=O)NC2CCCCCCC2)cc1 | 2 | 1 | -4 | -0.6 | -6 | 1 | 4 | 1 | 7
CCOC(=O)NC(=O)CN1C(=O)NC(C)(c2ccccc2)C1=O (stereo not drawn) | -4 | 8 | -12 | 0.0 | -1 | 11 | 1 | -17 | -4
NS(=O)(=O)c1ccc(CCNC(=O)c2ccc(Cl)nc2)cc1 | -5 | -12 | -5 | 3.4 | -4 | 2 | -3 | 2 | 7
O=C1CCCN1CCC1CCN(C(=S)Nc2ccc(F)cc2)CC1 | -2 | 7 | 6 | 0.3 | -4 | 16 | -8 | -5 | -4
O=C(COC(=O)C1CCN(c2ccc(C(F)(F)F)cn2)CC1)NCc1ccc(F)cc1 | -6 | -23 | 5 | 0.8 | -2 | 1 | -6 | -11 | -10
COc1ccc(Oc2coc3c(CN(C)C)c(O)ccc3c2=O)cc1 | 23 | 14 | -4 | 0.7 | -7 | 6 | -5 | 7 | 7
CCN(CCCNC(=O)CN1C(=O)COc2ccccc21)c1ccccc1 | 12 | -27 | -24 | 1.6 | -5 | -3 | 1 | -27 | 12
Cc1cccc(NC(=S)NC(=O)c2oc3ccccc3c2C)n1 | 6 | -1 | -9 | 0.0 | -4 | 0 | -8 | -1 | 3
CC(=O)N1CC(C(=O)Nc2ccc3c(c2)OCO3)Oc2ccccc21 (stereo not drawn) | -20 | -14 | -2 | 1.4 | 3 | 1 | 1 | -8 | -23
Cc1ccc(C(=O)Nc2ncnc3sc4c(c23)CCCCC4)cc1 | 15 | -20 | -6 | -0.7 | -5 | 3 | -11 | -33 | 5
CC(C)(C)c1ccccc1OCCOCCSc1ncccn1 | 7 | 11 | -10 | -0.1 | -2 | 8 | -19 | -10 | -13
CC(=O)N1CCc2cc(S(=O)(=O)CCC(=O)Nc3cccc(F)c3)ccc21 | 10 | -6 | -8 | -0.2 | -3 | 17 | -5 | -7 | -14
O=C(N/N=C/c1ccc(Br)cc1)c1ccccc1-n1cccc1 | 22 | . | -17 | 0.3 | -8 | . | -2 | -20 | -1
O=[N+]([O-])c1ccc(N2CCN(S(=O)(=O)c3ccc(Cl)c(Cl)c3)CC2)cc1NCCN1CCOCC1 | 8 | 8 | 5 | -0.4 | 3 | 4 | -1 | 5 | -1
O=C(/C=C/c1ccc(F)cc1)OCC(=O)c1ccc[nH]1 | 15 | -3 | -6 | 1.5 | -5 | -2 | -6 | -23 | 1
Cc1ccc(S(=O)(=O)CCC(=O)OCC(=O)NCc2ccccc2)cc1 | 9 | -1 | 4 | -0.1 | -3 | 1 | -3 | -12 | -10
Cc1cccc(N2CCCn3c2nc2c3c(=O)n(CCN3CCOCC3)c(=O)n2C)c1 | -5 | 4 | 6 | 0.2 | -5 | -2 | 0 | 5 | 10
O=C1Nc2ccccc2C(=O)C1(Cl)Cc1ccccc1 (stereo not drawn) | 17 | 9 | -10 | 0.9 | -1 | 47* | 3 | -11 | 2
CN(C)c1ccc(-c2ccnc3c2CC(C)(C(=O)Nc2ccc4c(c2)OCO4)O3)cc1 (stereo not drawn) | 17 | -18 | -9 | 0.5 | -1 | -1 | . | . | -19
Cc1ccc(C)c(OCc2nnc(N)s2)c1 | 7 | -12 | 4 | 0.9 | -3 | 5 | 3 | -14 | -4
O=C(Nc1cccc(Cl)c1)ON=C1c2ccccc2-c2ccccc21 | -15 | 14 | 21 | 1.6 | -9 | 6 | -8 | -1 | 29*
Cc1ccc(CCSc2ccc(C(C)C)cc2)cn1 | 10 | 4 | -4 | 3.1 | -6 | -1 | -6 | -3 | -3
CN(C)c1ccc(C=NNC(=O)c2cccnc2)cc1 | 12 | 11 | -12 | 0.1 | -2 | 0 | . | . | -12
CCN(Cc1ccccc1)C(=O)CCNS(=O)(=O)c1cc(Br)cnc1N | 2 | -8 | -4 | 2.0 | -4 | 4 | -7 | -21 | 8
O=C(NCc1ccc2c(c1)OCO2)C1CCCN1C(=O)Nc1cccc(Cl)c1 (stereo not drawn) | 4 | 2 | 2 | 0.2 | -2 | 13 | 5 | -19 | -11
Cc1cc(C(=O)OCC(=O)Nc2cc(C)on2)c2ccccc2n1 | -1 | 13 | 14 | 1.9 | 1 | 6 | 1 | -9 | 5
COc1ccc(CN(C)C(=O)C2CSC3(C)CCC(=O)N23)cc1OC (stereo not drawn) | 22 | -15 | -28 | 0.9 | -2 | 3 | -8 | -16 | -12
COc1ccccc1NC(=O)c1nn(C)c(C(=O)Nc2ccccc2OC)c1[N+](=O)[O-] | 5 | 0 | -9 | 1.6 | -2 | 0 | -7 | -17 | 3
COC(C[C@@H](O)C[C@@H](O)[C@@H](C)OCc1ccccc1)OC | -2 | -20 | -10 | 1.1 | -2 | 10 | 2 | -3 | 3
OCCCNC(=S)NC1CCCC1 | 26 | -5 | -4 | 1.0 | -5 | 2 | -12 | 0 | -9
COc1ccc(N2C(=O)CC(N3CCN(c4cccc(Cl)c4)CC3)C2=O)cc1 (stereo not drawn) | -9 | 5 | 2 | 0.7 | -2 | -1 | 0 | -14 | -11
CCCC(=O)Nc1c2c(nn1-c1ccc(OC)cc1)CS(=O)C2 (stereo not drawn) | 18 | 5 | -17 | 0.4 | 0 | 0 | -12 | -17 | -12
CC(C)(CO)NS(=O)(=O)c1ccc2c(c1)Cc1cc(S(=O)(=O)NC(C)(C)CO)ccc1-2 | 7 | -17 | -10 | 0.0 | -3 | 6 | 4 | -4 | -9
CC1=NN(C(=O)c2nn(C)cc2Br)C(O)(C(F)(F)F)C1 (stereo not drawn) | 12 | -3 | -4 | 0.1 | -1 | 4 | -2 | -5 | -10
CC1(C)CC(=O)C2=C(C1)Nc1ccccc1NC2c1cccc(F)c1 (stereo not drawn) | 6 | 4 | 8 | -0.3 | -2 | 1 | . | . | -10
CC(C)CNS(=O)(=O)c1ccc(S(=O)(=O)N2CCCN(Cc3ccccc3)C2)cc1 | 7 | . | -15 | 2.7 | -9 | . | -9 | -32 | -2
Cc1ccccc1-c1nc(NC(C)C)nc2cc(-c3ccccc3)sc12 | -1 | -39 | 3 | -0.3 | -2 | -1 | . | . | -8
COc1cccc(OCC(=O)NC2CCCCC2)c1 | 18 | 2 | -16 | 1.2 | -6 | 1 | -6 | 2 | -4

Part of the list above, reduced to CHO-K1 Ca antag and M1 PAM parental:
| SMILES | CHO-K1 Ca antag | M1 PAM parental |
| --- | --- | --- |
| Cc1cc(C(=O)OCC(=O)Nc2cc(C)on2)c2ccccc2n1 | 14 | -1 |
| COc1ccc(CN(C)C(=O)C2CSC3(C)CCC(=O)N23)cc1OC (stereo not drawn) | -28 | 22 |
| COc1ccccc1NC(=O)c1nn(C)c(C(=O)Nc2ccccc2OC)c1[N+](=O)[O-] | -9 | 5 |
| COC(C[C@@H](O)C[C@@H](O)[C@@H](C)OCc1ccccc1)OC | -10 | -2 |

The results go on:
SMILES | M1 PAM parental | TAAR1 antag | CHO-K1 Ca antag | M1 ag parental | CHRM1 agonist | TAAR1 agonist | OXTR potentiator | CHO parental Ca | M1 antag
CC(OC(=O)c1ccccn1)C(=O)Nc1ccc2c(c1)OCCO2 (stereo not drawn) | -1 | -4 | -8 | 0.5 | -2 | 1 | -2 | -2 | 3
C#CCN1C(=O)S/C(=C\c2ccc(-c3ccc(C(=O)O)cc3C)o2)C1=O | 10 | 6 | -2 | -0.3 | 0 | 4 | -18 | -4 | -18
O=C(NCn1ccc(=O)[nH]c1=S)c1ccccc1 | 21 | -1 | -6 | 1.9 | -1 | 2 | -13 | -14 | -41
COc1ccccc1NS(=O)(=O)c1cc(NC(=O)C2CCCC2)ccc1N1CCOCC1 | -7 | 26 | -13 | 0.5 | -7 | 11 | -21 | -3 | 2
CCC(C)C(NC(=O)OCc1ccccc1)C(=O)NC(Cc1ccc(O)cc1)C(=O)OC (stereo not drawn) | 9 | 4 | -9 | 8.2 | 11 | 8 | -26 | 8 | -1
NNC(=O)COc1cccc(C(F)(F)F)c1 | -2 | 0 | -20 | -0.1 | -2 | 3 | -7 | 2 | -11
O=C(Nc1cnc2ccccn2c1=O)c1ccc(Cl)cc1Cl | 15 | -2 | 6 | 14 | -1 | 4 | -21 | -11 | 5
C=CCOc1ccccc1CN1CCC(Oc2ccc(C(=O)N3CCCCC3)cc2)CC1 | 2 | -18 | -2 | 3.0 | -5 | 5 | -6 | -9 | 22
O=C(c1cccs1)N1CC=C(c2ccccc2)CC1 | 12 | -11 | -16 | 0.2 | -4 | 17 | -3 | -17 | 5
COc1ccc(N(CC(=O)N2CCN(c3ccccc3)CC2)S(=O)(=O)c2c(C)noc2C)cc1 | 18 | -15 | -9 | 1.5 | -6 | 3 | -7 | -21 | -5
Cc1nc(C)n(CCNC(=O)c2ccco2)n1 | -21 | -2 | 8 | -0.6 | -4 | 0 | . | . | -11
CCNc1nc(NC(C)C)nc(OCCNS(=O)(=O)c2cc(C)ccc2C)n1 | 5 | 7 | -7 | 1.3 | -3 | 6 | -14 | -21 | 3
COc1cnc(N(C)C)nc1Sc1ccc(Cl)cc1 | -3 | -5 | 12 | -0.7 | -5 | 1 | -8 | -7 | -21

Compound activity as filed in PubChem.
